Bioassay records deposited in PubChem BioAssay by Johns Hopkins Ion Channel Center.
CHT block – inhibits the human high affinity choline transporter. Q9GZV3. CHT-expressing cells, membrane potential dye, choline response; hits give low values. B-score at 10 µM. 310,000 compounds, 0.86% hits. AID 488975;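 active = B-score over 3 SD under the library average, and starting fluorescence ratio not unusually high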;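 note: choline stimulus applied at its EC90 after an EC20 pre-addition; B-score computed on integrated fluorescence ratio after choline addition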
Target sequence (Q9GZV3 whole entry, looked up): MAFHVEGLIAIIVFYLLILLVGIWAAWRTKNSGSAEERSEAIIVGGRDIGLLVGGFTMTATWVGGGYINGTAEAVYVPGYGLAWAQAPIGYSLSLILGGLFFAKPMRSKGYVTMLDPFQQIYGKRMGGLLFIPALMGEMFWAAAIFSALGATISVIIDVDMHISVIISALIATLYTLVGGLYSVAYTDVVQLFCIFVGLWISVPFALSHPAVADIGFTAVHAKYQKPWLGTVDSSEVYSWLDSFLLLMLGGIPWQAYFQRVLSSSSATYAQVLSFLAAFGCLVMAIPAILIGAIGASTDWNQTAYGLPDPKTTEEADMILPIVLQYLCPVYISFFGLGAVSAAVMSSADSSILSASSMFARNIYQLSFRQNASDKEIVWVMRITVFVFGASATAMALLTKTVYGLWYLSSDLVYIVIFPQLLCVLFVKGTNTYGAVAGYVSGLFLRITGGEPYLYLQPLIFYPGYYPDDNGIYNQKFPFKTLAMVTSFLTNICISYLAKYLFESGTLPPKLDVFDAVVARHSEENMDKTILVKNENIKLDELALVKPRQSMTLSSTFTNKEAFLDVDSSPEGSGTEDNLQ
CHT PAM – allosterically activates the human high affinity choline transporter; CHT-expressing cells, membrane potential dye, choline EC20; hits give high values; LV-AA mutant CHT in HEK293 cells; B-score at 10 µM; 310,000 compounds, 0.49% hits; AID 488977;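 active = initial fluorescence not abnormally high and integrated response B-score, plate-corrected, over 3 SD above library mean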
* hit, by the source's call; i = inactive. Compounds as they come. About 1.5% of those tested had a hit in this group.

SMILES	CHT block	CHT PAM
COc1cc(S(=O)(=O)Nc2ccccn2)ccc1F	i	i
COc1cc(/C=C/C(=O)OCC(=O)N2CC(=O)Nc3ccccc32)ccc1O	i	i
COCCCNC(=O)c1ccc2c(=O)n(Cc3ccc4c(c3)OCO4)c(=S)[nH]c2c1	i	i
COCCN1Cc2cccc(C(=O)NCc3ccccn3)c2C1=O	i	i
CCOC(=O)N1CCN(Cc2nc3c(c(=O)n(C)c(=O)n3C)n2Cc2cccc(C)c2)CC1	i	i
CC1(C)CC(=O)c2cnc(NC(=O)CSc3nc4ccccc4o3)nc2C1	i	i
Cc1ccc(CCNC(=O)C2CCCN(S(=O)(=O)c3c(C)nn(C)c3C)C2)cc1 (stereo not given)	i	i
O=C(CCN1C(=O)C2CC=CCC2C1=O)Nc1ccccc1Cl (stereo not given)	i	i
CC(C)[C@H](N)c1nnc2n1N=C(c1ccc(Cl)cc1)CS2	i	i
Cc1oc(-c2cccc(F)c2)nc1CN1CCCCC1CCn1cccn1 (stereo not given)	i	i

Copied from above (7 entries):
SMILES	CHT block	CHT PAM
COCCN1Cc2cccc(C(=O)NCc3ccccn3)c2C1=O	i	i
CCOC(=O)N1CCN(Cc2nc3c(c(=O)n(C)c(=O)n3C)n2Cc2cccc(C)c2)CC1	i	i
CC1(C)CC(=O)c2cnc(NC(=O)CSc3nc4ccccc4o3)nc2C1	i	i
Cc1ccc(CCNC(=O)C2CCCN(S(=O)(=O)c3c(C)nn(C)c3C)C2)cc1 (stereo not given)	i	i
O=C(CCN1C(=O)C2CC=CCC2C1=O)Nc1ccccc1Cl (stereo not given)	i	i
CC(C)[C@H](N)c1nnc2n1N=C(c1ccc(Cl)cc1)CS2	i	i
Cc1oc(-c2cccc(F)c2)nc1CN1CCCCC1CCn1cccn1 (stereo not given)	i	i

Carrying on.
SMILES	CHT block	CHT PAM
CCOC(=O)c1c(OCC)[nH]c2ccc(O)cc12	i	i
Cc1ccc(-c2nn(C)c(=O)c3ccccc23)cc1S(=O)(=O)NCCO	i	i
COc1cccc(-n2c(SCC(N)=O)nnc2-c2ccco2)c1	i	i
Cc1cc(NC(=O)CSc2nnc(-c3ccco3)n2Cc2ccccc2)no1	i	i
COc1ccc(NC(=O)c2cc(-c3ccccc3)nc3c2c(C)nn3-c2ccccc2)c(OC)c1	i	i
CCn1c(SCc2c(Cl)cccc2Cl)nc2nc3c(cc2c1=O)CCCC3	i	i
COc1ccc(C(=O)N2CCOC2CNC(=O)C(=O)NCc2ccco2)cc1 (stereo not given)	i	i
C/C(=N\NC(=O)c1ccoc1C)c1ccc(Br)s1	i	i
O=C(NC1CCCCC1)C(c1cccs1)N(Cc1cccs1)C(=O)c1ccco1 (stereo not given)	i	i
Cc1cc(C(=O)NCc2cccs2)n(-c2ccccc2)n1	i	i
Cc1ccc(N2C(=O)c3ccccc3C2Nc2cccnc2)nc1 (stereo not given)	i	i
COc1ccc(C)cc1N(C(=O)Cn1nnc(-c2ccc(C)o2)n1)C(C(=O)NC1CCCC1)c1ccncc1 (stereo not given)	i	i
CCN1CCc2c(sc(NC(=O)c3ccc(S(=O)(=O)N(CC)c4ccccc4)cc3)c2C(N)=O)C1	i	i
O=C1CS/C(=N/N=C/c2cccs2)N1	i	i
NS(=O)(=O)c1ccc(CCNC(=O)NC23CC4CC(CC(C4)C2)C3)cc1	i	i
CCOC(=O)C(=O)/C(=C\N(C)C)c1onc(-c2ccccc2)c1C(=O)OC	i	i
Cn1cnc2c1c(=O)n(Cc1cccc(Cl)c1)c(=O)n2C	i	i
COc1cc(/C=N/N=C2/NC(=O)C(Cc3ccccc3)S2)ccc1O (stereo not given)	i	i
COc1cnc(-c2ccccc2)nc1Oc1ccc(Cl)cc1C	i	i
CCC(C(=O)Nc1cccnc1)n1c(=O)[nH]c2ccccc2c1=O (stereo not given)	i	i
CCc1ccccc1NC(=O)c1cc(-c2cccc(O)c2)on1	i	i
CCCc1nc2sc(C(=O)OCC)c(N)c2c2c1COC(C)(C)C2	i	i
COc1ccc(NC(=O)Cc2cccc3ccccc23)cc1	i	i
CC12CCC(C(=O)NCCN3CCCCC3)(CC1=O)C2(C)C (stereo not given)	i	i
Cc1cccc(-n2ncc(Cl)c(Cl)c2=O)c1	-6.5*	i
O=C(CCNS(=O)(=O)c1ccccc1)OCC(=O)c1ccc(Br)cc1	i	i
COc1ccccc1OCCSc1nc2ccccc2n1CC(O)CO (stereo not given)	i	i
Cn1c(SCC(=O)Nc2ccccc2F)nnc1C1CCCCC1	i	i
NC(=O)C[n+]1ccc(/C=N/O)cc1	i	i
N=c1sccn1CC(=O)NCCc1ccc(Cl)cc1Cl	i	i
Cc1ccc(SCCNC(=O)C(C)C)cc1	i	i
NS(=O)(=O)c1ccc(CCNC(=O)CSc2ncnc3ccccc23)cc1	i	i
COc1ccc(Cl)cc1C(=O)NNC(=O)CN1C(=O)C2CC=CCC2C1=O (stereo not given)	i	i
CCc1c(O)nc(SCC(=O)Nc2nc3ccccc3s2)n(-c2ccccc2)c1=O	i	i
COc1ccc(/C=N/NC(=O)c2nnn(-c3nonc3N)c2CN(C)c2ccccc2)cc1	i	i
CSc1ccc2[nH]c(=O)cc(C)c2c1	i	i
Cc1ccccc1OCC(=O)Nc1ccc(NC(=O)c2ccco2)cc1	i	i
CCCCn1c(N)c(N(CC)C(=O)c2cc(S(=O)(=O)N3CCCCCC3)ccc2OC)c(=O)[nH]c1=O	i	i
Cc1ccc(N(Cc2cc3ccc(C)cc3[nH]c2=O)S(=O)(=O)c2ccccc2)cc1	i	i
COc1ccc(NC(=O)CN(C)C(=O)c2cc(-c3ccc(Cl)cc3)nc3ccccc23)cc1	i	i

Reformatted: results already given
Values run as follows: CHT block	CHT PAM
CC1(C)CC(=O)c2cnc(NC(=O)CSc3nc4ccccc4o3)nc2C1
 : i	i
CCc1ccccc1NC(=O)c1cc(-c2cccc(O)c2)on1
 : i	i
COc1cccc(-n2c(SCC(N)=O)nnc2-c2ccco2)c1
 : i	i

Next section:
SMILES	CHT block	CHT PAM
COc1ccc(CNC(=O)CN(Cc2ccc(OC)cc2)C(=O)CCC(=O)Nc2nccs2)cc1	i	i
CCN1C(=O)c2ccccc2Sc2ccc(C(=O)NCCN3CCOCC3)cc21	i	i
O=C(COC(=O)C1CC2CCCC(C1)C2=O)NNC(=O)c1ccccc1F (stereo not given)	i	i
COc1cc(C(=O)NNC(=S)Nc2ccc(S(N)(=O)=O)cc2)cc(OC)c1OC	i	i
COc1cccc(/C=C/C(=O)c2ccc(NS(=O)(=O)c3ccc(C)cc3)cc2)c1	i	i
c1ccc2c(-c3csc(-c4ccncc4)n3)c[nH]c2c1	i	i
Cc1cccc(NC(=S)NCCc2ccc(S(N)(=O)=O)cc2)c1C	i	i
Cc1ccc(O)c(CNn2cnnc2)c1	i	i
Cc1cccc(Nc2nc(N)nc(CN3CCN(C)CC3)n2)c1	i	i
Cc1noc(C)c1COc1cccc(C(=O)OC(C)C(=O)Nc2c(C)n(C)n(-c3ccccc3)c2=O)c1 (stereo not given)	i	i
Cn1c(=O)c2c(nc(Cl)n2CC(=O)NC2(C#N)CCCCC2)n(C)c1=O	i	i
CCOCCCNc1ncnc2c1[nH]c1ccccc12	i	i
CC(=O)c1c(C)nn(C(C)CC(=O)O)c1C (stereo not given)	i	i
Cc1onc(-c2ccccc2Cl)c1C(=O)Nc1ccccc1O	i	i
COc1ccc(OCCNC(=O)/C=C/c2ccc([N+](=O)[O-])cc2)cc1	i	i
NC(=O)C[C@@H]1NC(=O)CNC(=O)c2cc([N+](=O)[O-])cc(I)c2NCCC(C(N)=O)NC1=O (stereo not given in full)	i	i
CCOC(=O)c1ccc(NC(=S)NN2CCOCC2)cc1	i	i
Cc1cc2c(cc1S(=O)(=O)Nc1cccc(F)c1C)NC(=O)CO2	i	i
O=C(Cc1ccc(S(=O)(=O)N2CCOCC2)s1)Nc1ccc(S(=O)(=O)N2CCCCC2)cc1	i	i
COc1ccccc1NC(=O)N1CCCC1C(=O)Nc1ccc2c(c1)OCCO2 (stereo not given)	i	i
C/C(=N\NC(=O)c1cccc(S(=O)(=O)Nc2cccc(Cl)c2)c1)c1cccs1	i	i
CN1CCN(S(=O)(=O)c2ccc3ccccc3c2)CC1	i	i
CCOC(=O)c1c(C)[nH]c(C)c1C(=O)COc1ccc(NC(=O)c2ccco2)cc1	i	i
COc1cc(C2NC(=O)NC(c3ccccc3)=C2C(C)=O)cc([N+](=O)[O-])c1O (stereo not given)	i	i
COc1ccc(/C(C)=N/NC(=O)CNC(=O)C(c2ccccc2)c2ccccc2)c(OC)c1	i	i
Fc1ccccc1COc1cccc(/C=N/n2cnnc2)c1	i	i
Cc1ccc(S(=O)(=O)Nc2nc3ccccc3nc2Nc2cccc(S(=O)(=O)N3CCCC3)c2)cc1	i	i
CCOc1ccc(C2NC(=O)C(C#N)=C(S)N2c2ccc(OC)cc2)cc1OC (stereo not given)	i	i
CSc1ccc(/C=c2\s/c(=C\C(=O)C(C)(C)C)n(CC(=O)NCCC3=CCCCC3)c2=O)cc1	i	i
O=C(O)c1cc(/C=N\O)ccc1OCc1ccccc1	i	i
CC(C)(C)NC(=O)c1ccccc1NC(=O)C1CC(=O)N(C2CCCCC2)C1 (stereo not given)	i	i
CCc1nnc(NC(=O)c2cc([N+](=O)[O-])ccc2N2CCOCC2)s1	i	i
COc1ccc(CC2=C(O)c3ccccc3C(=O)C2=O)cc1	i	i
CCOC(=O)C1(CC2CCCCO2)CCN(S(=O)(=O)c2ccc(C)s2)CC1 (stereo not given)	i	i
Nc1ccc(-c2nc3cc(N)ccc3o2)cc1	i	i
CCOc1ccc(-n2c(=O)c3sccc3n(CC(=O)NC3CCCCC3)c2=O)cc1	i	i
C[C@@H](NC(=O)[C@@H]1Cc2ccccc2CN1)C(=O)NCC1CCCO1 (stereo not given in full)	i	i
COc1ccc(C2=NN3C(C2)c2ccccc2OC3c2cccs2)cc1 (stereo not given)	i	i
O=C(COC(=O)CCC(=O)c1cccs1)NCc1ccccc1	i	i
Cc1cc(NC(=O)CSc2nc3c(c(=O)n2CCc2ccccc2)SC(C)C3)no1 (stereo not given)	i	i

Another view of 4 compounds above:
C[C@@H](NC(=O)[C@@H]1Cc2ccccc2CN1)C(=O)NCC1CCCO1 (stereo not given in full)
  CHT block = i
  CHT PAM = i

COc1ccc(CC2=C(O)c3ccccc3C(=O)C2=O)cc1
  CHT block = i
  CHT PAM = i

COc1ccc(C2=NN3C(C2)c2ccccc2OC3c2cccs2)cc1 (stereo not given)
  CHT block = i
  CHT PAM = i

CCOC(=O)C1(CC2CCCCO2)CCN(S(=O)(=O)c2ccc(C)s2)CC1 (stereo not given)
  CHT block = i
  CHT PAM = i

Going on with the list:
SMILES	CHT block	CHT PAM
O=S(=O)(c1cccc(Br)c1)N1CCN(CCc2ccccc2)CC1	i	i
Cc1c(CN2CCC(n3nccc3NC(=O)C3CCOC3)CC2)[nH]c2ccccc12 (stereo not given)	i	i
Cc1cc(O)c(/C=N/c2ccccn2)c(=O)o1	i	i
COC(=O)c1ccccc1NC(=O)c1cc2nc(C3CC3)cc(C(F)(F)F)n2n1	i	i
CCOc1ccc(CCNC(=O)c2ccc(Cl)c(S(=O)(=O)N3CCOCC3)c2)cc1OCC	i	i
c1ccc(-c2csc(Nc3cccnc3)n2)nc1	i	i
Cc1cc(Br)ccc1NC(=S)NC1CCCC1	i	i
Cn1cc(CN2C[C@H]3CC[C@H]2C3)c(-c2ccccc2F)n1	i	i
Cc1ccc(C)c(NC(=O)CN(C)C(=O)c2cc(-c3cccs3)nn2-c2ccccc2)c1	i	i
CC1CCCN(S(=O)(=O)c2ccccc2[N+](=O)[O-])C1 (stereo not given)	i	i
CC(C)C[C@H](NC(=O)OC(C)(C)C)C(=O)N/N=C/C1=Cc2ccccc2OC1C (stereo not given in full)	i	i
O=C(CN1CCOc2ccccc21)NCc1cccs1	i	i
O=C(O)C1CC=CCC1C(=O)Nc1cccc([N+](=O)[O-])c1 (stereo not given)	i	i
Cc1nn(C(C)(C)C)c(OC(=O)c2ccc3c(c2)OCO3)c1Sc1ccccc1	i	i
Cc1cccc(C)c1OCc1cc(C(=O)N(Cc2c(C)nn(C)c2C)C2CC2)no1	i	i
O=C(Nc1ccc2c(c1)CCC2)c1ccc(F)c(S(=O)(=O)N2CCOCC2)c1	i	i
CN(C)S(=O)(=O)c1ccc(C(=O)Nc2nnc(Cc3ccccc3)s2)cc1	i	i
CC(OC(=O)C(NC(=O)c1ccco1)C(C)C)C(=O)Nc1ncc(Cl)cc1Cl (stereo not given)	i	i
O=C(NCCSc1ncc(-c2ccc(F)cc2)[nH]1)c1ccc2c(c1)OCO2	i	i
O=C(O)C1CCCCC1C(=O)Nc1cc(Cl)ccc1Cl (stereo not given)	i	i
CCOc1ccc(NC(=O)c2ccc(CNc3c(NC4CCCCC4)c(=O)c3=O)cc2)cc1	i	i
O=S(=O)(Nc1ccon1)c1cc(Cl)ccc1Cl	i	i
CC(C)(C)c1ccc(C(=O)/C(C#N)=C/c2cccs2)cc1	i	i
Cc1ccc(S(=O)(=O)N/N=C/c2cccc3nccnc23)cc1	i	i
O=C(COC(=O)Cc1ccc(Cl)cc1)Nc1ccc2[nH]c(=O)[nH]c2c1	i	i
Cn1c(=O)c2c(ncn2CC(=O)N2CCN(C(=O)c3ccco3)CC2)n(C)c1=O	i	i
CCCn1cnc2c(cnn2-c2ccc(F)cc2)c1=O	i	i
CO/N=C/C(C(C)=O)C(=O)Nc1ccc(Cl)cc1Cl (stereo not given)	i	i
COc1ccc(-c2ncccc2OC(=O)C23CC4CC(CC(C4)C2)C3)cc1OC	i	i
CC1=CC(=C(C#N)C#N)C=C(C)N1CCC(C)C	i	i
O=C(Nc1ccnn1C1CCN(C(=O)CCc2ccc(F)cc2)CC1)C1CCOC1 (stereo not given)	i	i
CSc1nsc(SC)c1C(=O)O	i	i
CC(=O)Nc1ccc(S(=O)(=O)NCCC(=O)OCC(=O)c2ccccc2)cc1	i	i
Cc1noc(C)c1C(=O)OCC(=O)NC(c1ccccc1)c1ccccc1	i	i
